Screening results (PubChem BioAssay)
LYPLA2 counter = blocks human lysophospholipase 2, a PME1 counter-screen. O95372. recombinant LYPLA2, FP-Rh probe fluorescence polarization. inhibition, % at 5.9 µM. hit rate 0.38% among 320,000;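 active means inhibition above the screen-wide mean plus 3 SD, limit set per campaign, cut at about 26% in these data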;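 further: 0% = LYPLA2 with DMSO and 100% = wells lacking LYPLA2 enzyme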
PAFAH1B2 FP inh = PAFAH1B2 (human) inhibition; hit rate 1.2% among 340,000; recombinant PAFAH1B2, FP-rhodamine activity probe, fluorescence polarization; P68402; inhibition, % at 3.39 µM;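 active means inhibition above the mean of all tested compounds plus 3 SD, cut at about 24% in these data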;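 further: 0% = enzyme with DMSO and 100% = wells lacking PAFAH1B2; many of its hits are not listed in these tables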
PAFAH1B3 FP inh = inhibitors of human PAFAH1B3; Q15102; recombinant PAFAH1B3, FP-rhodamine probe, fluorescence polarization; inhibition, % at 3.39 µM; hit rate 0.28% among 340,000; AID 492972;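 active means inhibition above the screen-wide average of all tested compounds plus 3 SD, cut at about 25% in these data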;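 further: 0% = enzyme with DMSO only and 100% = wells lacking PAFAH1B3 protein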
pPAFAH inh = pPAFAH (human) enzyme inhibition; Q13093; recombinant pPAFAH, FP-rhodamine probe fluorescence polarization; inhibition, % at 3.39 µM; hit rate 1.5% among 330,000; AID 463082;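 active means inhibition above the mean inhibition across the screen plus 3 SD, cut at about 25% in these data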;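 further: inhibitors block binding of the rhodamine activity-based probe so polarization drops; 0% = enzyme with DMSO and 100% = wells lacking pPAFAH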
PREPL inhibitor = inhibits the human prolyl oligopeptidase-like enzyme; Q4J6C6; recombinant PREPL, fluorescence polarization activity-based probe; inhibition, % at 5.96 µM; hit rate 0.68% among 320,000; AID 2751; in the data active means inhibition above about 43%;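 further: 0% = enzyme with DMSO and 100% = wells lacking enzyme; many of its hits are not listed in these tables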
PAFAH2 inh = inhibitors of human PAFAH2; recombinant PAFAH2, FP-rhodamine activity probe, fluorescence polarization; AID 492956; Q99487; hit rate 0.99% among 340,000; inhibition, % at 3.39 µM;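 active means inhibition above the mean over all tested compounds plus 3 SD, cut at about 30% in these data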;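 further: inhibitors block probe labeling of enzyme so polarization drops; 0% = enzyme with DMSO and 100% = wells lacking PAFAH2 protein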
PAD4 inh = blocks human protein arginine deiminase 4; recombinant PAD4, RCA probe fluorescence polarization; hit rate 0.41% among 330,000; AID 485272; Q9UM07; inhibition, % at 6.36 µM;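 active means percent inhibition above a cutoff equal to the mean of all tested compounds plus 3 SD, cut at about 15% in these data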;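 further: 0% = PAD4 with RCA probe and DMSO and 100% = probe without PAD4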
Target sequence (Q9UM07 whole entry, looked up): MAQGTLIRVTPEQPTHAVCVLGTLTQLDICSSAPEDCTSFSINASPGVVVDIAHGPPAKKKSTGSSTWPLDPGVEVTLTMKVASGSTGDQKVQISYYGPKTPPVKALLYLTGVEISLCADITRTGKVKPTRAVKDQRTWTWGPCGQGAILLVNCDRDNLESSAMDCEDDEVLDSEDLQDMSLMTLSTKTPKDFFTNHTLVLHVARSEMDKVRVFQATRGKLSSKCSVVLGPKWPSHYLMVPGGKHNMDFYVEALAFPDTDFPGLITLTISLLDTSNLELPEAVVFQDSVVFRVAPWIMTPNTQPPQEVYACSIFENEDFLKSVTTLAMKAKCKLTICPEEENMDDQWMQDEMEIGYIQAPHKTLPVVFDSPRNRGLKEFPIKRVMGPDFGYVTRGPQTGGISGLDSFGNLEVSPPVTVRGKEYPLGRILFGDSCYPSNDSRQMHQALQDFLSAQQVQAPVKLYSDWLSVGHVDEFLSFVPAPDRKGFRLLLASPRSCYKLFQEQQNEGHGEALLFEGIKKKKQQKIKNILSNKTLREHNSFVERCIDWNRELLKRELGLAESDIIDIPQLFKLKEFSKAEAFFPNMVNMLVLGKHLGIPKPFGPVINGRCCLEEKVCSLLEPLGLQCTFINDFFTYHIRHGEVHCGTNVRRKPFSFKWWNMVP
GSTO1 inh = GSTO1 inhibition, counter-screen for RBBP9 inhibitors; P78417; recombinant GSTO1, activity-based probe fluorescence polarization; inhibition, % at 5.96 µM; hit rate 1.1% among 300,000;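 active means inhibition above the campaign mean inhibition plus 3 SD, cut at about 35% in these data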;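 further: 0% = GSTO1-1 with DMSO and 100% = wells lacking GSTO1-1 enzyme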
LYPLA1 counter = blocks human lysophospholipase 1, a PME1 counter-screen | recombinant LYPLA1, FP-Rh probe fluorescence polarization | inhibition, % at 5.9 µM | O75608 | hit rate 0.16% among 320,000 | AID 2174;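 active means inhibition above the mean of all tested compounds plus 3 SD, set per campaign, cut at about 14% in these data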;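 further: inhibitors block serine hydrolase probe labeling of LYPLA1 so polarization falls; 0% = enzyme with DMSO and 100% = wells lacking LYPLA1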
Target sequence (O75608 whole entry, looked up): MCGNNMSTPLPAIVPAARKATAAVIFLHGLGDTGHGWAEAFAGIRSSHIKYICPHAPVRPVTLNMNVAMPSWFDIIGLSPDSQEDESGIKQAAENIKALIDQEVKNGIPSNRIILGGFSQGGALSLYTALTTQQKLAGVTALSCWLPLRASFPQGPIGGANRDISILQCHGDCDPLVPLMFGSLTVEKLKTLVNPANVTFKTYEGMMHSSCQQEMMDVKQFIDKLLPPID
Active calls of the source: *; x = no result given. The list is partial; the hit share may differ from the screen's.

SMILES	LYPLA2 counter	PAFAH1B2 FP inh	PAFAH1B3 FP inh	pPAFAH inh	PREPL inhibitor	PAFAH2 inh	PAD4 inh	GSTO1 inh	LYPLA1 counter
O=C1c2ccccc2NC(c2cccc([N+](=O)[O-])c2)N1O (configuration not stated)	-11	2	7	-4	8	7	-9	14	-8
CCC1Nc2ncnc(N3CCOCC3)c2N(Cc2ccc(Br)cc2)C1=O (configuration not stated)	x	6	7	0	-1	1	-2	x	x
O=C(Nc1ccc(S(=O)(=O)N2CCOCC2)cc1)c1c(F)cccc1F	-2	5	1	-9	5	-6	-5	10	3
CSc1nc2ccc(NC(=O)c3ccc(Cl)s3)cc2s1	-4	-3	2	3	-1	0	0	-6	-6
COc1ccccc1-c1n[nH]c2c1[C@H](C)CC[C@H]2C(C)C	-6	8	2	7	-22	-2	4	-21	1
CCC(C)NC(=O)CSc1nc2ccccc2c(=O)n1Cc1ccc(OC)cc1 (configuration not stated)	6	1	8	8	9	0	-4	-3	0
COc1ccc(/C=C/c2ccncc2)c2ccccc12	3	1	9	2	-2	-2	0	7	-3
COc1ccc(CC(=O)OCCN(C)C)cc1	4	5	5	2	-2	3	4	-3	0
Cc1ccn2c(=O)cc(C)nc2c1	6	5	1	1	12	-8	1	8	6
COc1cccc(OCC(=O)N(C)Cc2nc(-c3cccc(C)c3)no2)c1	-3	3	-12	2	11	-2	-4	-5	-3
CCOC(=O)C1(CCc2ccccc2)CCN(C(=O)CCn2cnnn2)CC1	-7	7	6	-4	-5	1	9	-3	-1
Cc1ccc2c(C)[nH]c(=O)cc2c1	0	5	-1	5	1	-5	-1	-2	3
COc1ccc(NC(=O)CCCNC(=O)c2ccc(Cl)cc2)c(OC)c1	5	6	-4	2	-1	4	0	0	3
CCN(CC)S(=O)(=O)c1cc(C(=O)Nc2cc(C)on2)c(Cl)cc1Cl	-6	8	8	4	-1	1	-1	13	-4
COc1ccc(/C=C(\NC(=O)c2ccccc2)C(=O)NCCC(=O)O)cc1	5	2	2	2	3	2	-3	2	2
O=C(O)/C=C/C(=O)Nc1ccc(OCc2ccccc2)cc1	-1	8	2	2	0	5	-3	-1	-2
Cc1ccc(-n2c(=O)cc(N3CCC(C)CC3)[nH]c2=O)cc1	8	2	1	4	7	-5	-1	-1	5
C/C(CC(=O)Nc1ccc2c(c1)OCO2)=N\NC(=O)c1ccccc1N	-1	x	x	-1	7	x	-1	4	0
N#Cc1ccc(-c2ccco2)nc1SCC(=O)c1ccc(Cl)cc1	-8	7	2	39*	15	1	-8	3	-9
Cc1ccc(C)c(NC(=O)C(c2ccccc2)N2CCOCC2)c1 (configuration not stated)	-4	3	-3	-3	18	4	-1	-3	1
C=CCNc1c2c(nc3ncnn13)CC(C)CC2 (configuration not stated)	1	11	9	-1	0	6	5	-1	-5
Cc1ccc(NC(=O)c2cc(S(=O)(=O)N3CCOCC3)cn2C)c(C)c1	7	-4	15	4	-8	5	1	-1	-2
Cc1cccc(NC(=O)CN2CCN(C(=O)C3CCC3)CC2)c1C	1	-1	0	-1	-1	-7	0	x	0
Cc1cc(C)nc(NC(=O)CN2C(=O)c3ccccc3S2(=O)=O)n1	3	7	9	0	17	-1	-4	1	2
COCCNc1ncnc2nc[nH]c12	-1	9	-3	4	0	-6	0	-1	-1
New compounds follow.
SMILES	LYPLA2 counter	PAFAH1B2 FP inh	PAFAH1B3 FP inh	pPAFAH inh	PREPL inhibitor	PAFAH2 inh	PAD4 inh	GSTO1 inh	LYPLA1 counter
COC(=O)c1cccc(NC(=O)NC(=O)c2ccccc2Cl)c1	-6	3	5	0	4	-6	-6	-7	-3
COc1ccc(C(=O)N(CC2CCCO2)C(C(=O)NC2CCCC2)c2ccc(C)cc2)cc1OC (configuration not stated)	-5	8	14	-3	12	4	1	8	-5
FC(F)(F)Oc1ccc(NC(=S)NCc2ccccc2)cc1	-4	2	-6	-2	12	0	3	2	-2
NC(=O)NCc1ccc(Cl)cc1	0	1	-2	5	5	4	-3	-1	-3
CSc1nc(C)cc(OCCO)n1	10	-1	1	-1	5	7	0	-1	4
C=CCn1c(SCc2ccc(OC)cc2)nnc1-c1cccnc1	-3	5	4	7	12	-4	-2	0	0
Brc1cccc(Cn2c(-c3cncs3)nc3ccccc32)c1	4	2	5	8	-20	0	-3	-3	-1
COc1ccccc1NC(=O)N(CCN1CCCC1)Cc1cc2cc(C)ccc2[nH]c1=O	-2	0	-6	-1	4	-3	0	1	1
Cn1cc(CCC(=O)NCc2ccc(Cl)cc2)c2ccccc21	-1	2	12	0	6	-1	-4	-6	-1
CCC(C)Sc1cccc(-c2nc3ccc(Cl)cn3c2NCc2ccccc2)c1 (configuration not stated)	-11	3	3	12	5	-2	0	-6	-8
CCOC(=O)C1CCN(C(=O)COC(=O)CN(C)S(=O)(=O)c2ccc(NC(C)=O)cc2)CC1	2	2	15	6	0	6	4	2	-4
COC(=O)c1c(C)c(C)nc(N)c1C#N	3	4	3	-1	0	-9	1	2	1
O=C(NCc1cn2ccccc2n1)c1ccc(Br)o1	-5	2	-10	1	-3	1	-3	5	-1
COCCn1c(-c2ccsc2)nc2c1c(=O)[nH]c(=O)n2CC(C)C	1	4	3	4	-4	3	1	5	1
COc1ccccc1-n1cnnc1SCC(=O)c1c[nH]c2ccccc12	-1	9	3	10	-2	0	-4	-5	-6
O=[N+]([O-])c1cccc2c(S(=O)(=O)N3CCCCC3)cccc12	4	-1	-2	4	2	5	2	-3	0
CCOC(=O)C(C)Sc1nnc(-c2c[nH]c3ccccc23)n1C (configuration not stated)	-2	2	3	-3	2	-6	1	2	3
COCCN(CCOC)C(=O)c1ccc(SCc2ccc(C)cc2)c([N+](=O)[O-])c1	11	1	-1	7	34	3	2	6	1
O=C(CCN1CCCCC1)NCNC(=O)CCN1CCCCC1	0	2	0	0	7	0	-1	2	-2
CC1CN(C(=O)CNC(=O)Cc2cccc3ccccc23)CC(C)O1 (configuration not stated)	4	3	1	2	8	3	3	x	3
O=C1NC(=O)c2cc(Oc3ccc([N+](=O)[O-])cc3)ccc21	30*	7	5	3	-11	4	-7	5	1
COc1ccc(CN2CCN(S(=O)(=O)c3ccccc3)CC2)cc1Br	3	5	0	-1	21	2	-7	0	1
O=S(=O)(c1ccc(Oc2ccc(Cl)cc2)c(S(=O)(=O)N2CCCCC2)c1)N1CCCCC1	-1	0	7	4	2	-7	1	2	0
Cc1ccc2nc(CCl)[n+]([O-])c(-c3ccccc3)c2c1	25	-1	3	1	-2	-8	-10	36*	2
Cc1ccc(-n2c(N)c(C(=O)Nc3c(C)n(C)n(-c4ccccc4)c3=O)c3nc4ccccc4nc32)cc1	7	0	8	4	14	-2	1	-1	-3
(listing goes on)
SMILES	LYPLA2 counter	PAFAH1B2 FP inh	PAFAH1B3 FP inh	pPAFAH inh	PREPL inhibitor	PAFAH2 inh	PAD4 inh	GSTO1 inh	LYPLA1 counter
O=C(CCN1C(=O)S/C(=C\c2ccc(F)cc2)C1=O)Nc1ccc(C(=O)O)c(O)c1	-4	9	7	5	28	3	2	1	-3
COc1ccc(OC)c(CN2C(=O)c3ccccc3C2C(=O)NCC2CCCO2)c1 (configuration not stated)	-8	2	2	-12	2	-1	2	-2	-5
C=CCNC(=O)C(C)N1c2cccc3cccc(c23)S1(=O)=O (configuration not stated)	2	5	8	3	-1	11	-1	4	0
Cc1sc2ncn(CC(=O)NCCCC(=O)N3CCC(C)CC3)c(=O)c2c1C	-1	1	1	1	7	6	-1	1	1
CNS(=O)(=O)c1cccc(C(=O)OCC(=O)Nc2ccc(Cl)cc2F)c1	0	2	0	0	21	29	2	-1	-2
CCOc1ccc(C(=O)Nc2cccc(SC)c2)cc1	-3	2	2	3	0	-12	-2	-4	-4
Cc1ccc(S(=O)(=O)NCC2CCC(C(=O)NCc3cccs3)CC2)cc1 (configuration not stated)	5	2	-4	1	-9	6	5	6	-2
CCN(c1ccc(NC(=O)COC(=O)c2ccc([N+](=O)[O-])o2)cc1)C(C)C	-1	0	-1	4	6	6	-4	x	-1
Cc1ccc(CN2CCN(Cc3cnc(N(C)C)s3)CC2CCO)o1 (configuration not stated)	-1	3	4	-2	12	-3	3	7	-3
CCOC(=O)c1cnc(-c2ccccc2)nc1C(F)(F)F	-1	1	10	2	-9	-2	-7	6	2
CC1CC[C@@]2(OC1)O[C@H]1CC3[C@@H]4C[C@@H](O)[C@@]5(O)C[C@@H](O)[C@H](O)C[C@]5(C)[C@H]4CC[C@]3(C)[C@H]1[C@@H]2C (some centres not stated)	1	2	5	6	-3	7	1	-4	0
Cc1nc(C)c(CCNC(=O)c2ccccc2)s1	1	1	-1	5	15	-3	3	9	-1
CSCCC(NC(=O)c1ccco1)C(=O)N1CCC(C(N)=O)CC1 (configuration not stated)	0	1	5	1	1	0	2	7	0
CC(C)COC(=O)C(C#N)c1nc2ccccc2nc1N1CCN(Cc2ccc3c(c2)OCO3)CC1 (configuration not stated)	8	3	14	6	-3	-5	-4	-2	-2
CC(=O)Nc1ccc(N2CCCCC2)cc1	0	1	-7	3	11	-2	0	6	0
Cc1cc(NC(=O)CSc2ccc(-c3ccccc3)nn2)no1	2	-2	-1	1	-5	-4	-6	2	1
CCCCN1C(=O)CCC(C(=O)O)C1c1ccc([N+](=O)[O-])cc1 (configuration not stated)	1	2	-5	0	-1	-3	1	0	-1
Cc1ccc(NC(=O)c2ccc(OC(=O)COc3cccc(Cl)c3)cc2)cc1	2	3	6	9	1	-6	-2	4	0
CNC(=O)c1ccc(N(Cc2ccccc2C)S(C)(=O)=O)cc1	3	4	6	-1	8	-3	2	-2	-1
CCN(CC)S(=O)(=O)c1ccc(NC(=O)c2cc(=O)[nH]c3ccccc23)cc1	0	0	6	2	15	4	2	-9	-3
COc1ccc(NS(=O)(=O)c2ccc(F)c(F)c2F)cc1S(=O)(=O)N1CCOCC1	-4	2	1	1	3	0	-5	x	-3
CCOC(=O)NC(=S)Nc1ccc(C(C)(C)C)cc1	-2	7	4	17	0	10	-5	-3	1
Cc1ccc[n+](CC(=O)c2ccc(NC(=O)c3ccccc3)cc2)c1	3	-1	14	6	-2	3	-9	0	-4
O=S(=O)(NCc1cccs1)NCc1ccccc1F	6	6	1	1	16	1	0	0	2
O=C1CCc2cc(NS(=O)(=O)c3ccc(F)cc3)cc3c2N1CCC3	-1	3	0	8	-9	1	5	-6	-3

The final 2 entries of the part above come first, to join the parts:
SMILES	LYPLA2 counter	PAFAH1B2 FP inh	PAFAH1B3 FP inh	pPAFAH inh	PREPL inhibitor	PAFAH2 inh	PAD4 inh	GSTO1 inh	LYPLA1 counter
O=S(=O)(NCc1cccs1)NCc1ccccc1F	6	6	1	1	16	1	0	0	2
O=C1CCc2cc(NS(=O)(=O)c3ccc(F)cc3)cc3c2N1CCC3	-1	3	0	8	-9	1	5	-6	-3
O=C(CN1CCCCC1)Nc1cc(Cl)ccc1Oc1ccccc1	5	-4	-2	10	-6	-1	-2	3	0
C/C(=N\NS(=O)(=O)c1ccc(C)c([N+](=O)[O-])c1)c1cccs1	-2	1	-6	5	-3	2	-4	-5	0
C=CCN1CCN(C(c2ccc(Cl)cc2)c2nnnn2CCc2ccc(OC)c(OC)c2)CC1 (configuration not stated)	1	1	-2	3	-3	4	-1	-6	0
O=C(NCc1ccncc1)c1ccc(Cn2cc(C(F)(F)F)ccc2=O)cc1	10	6	-7	1	5	-2	-3	3	0
C=CCn1c(SCC(=O)Nc2ccc(F)cc2)nnc1-c1cnccn1	-2	-1	4	2	6	1	1	4	3
CCOC(=O)/C(C#N)=C/C1=C(N2CCCC2)CC(C)(C)OC1	-5	-1	-2	-4	-3	-3	-1	3	-4
